# High-throughput results: PubChem BioAssay, several laboratories
# KOR beta-arrestin-1 = KOR agonists, beta-arrestin recruitment, primary screen, cell-based, luminescence, uHTS (AID 1777) | KOR beta-arrestin recruitment, luminescence; higher % means a stronger effect | activation, % at 10 µM, or EC50 in µM where a hit was titrated | 0.02% of 280,000 active; in the data active means activation above about 50%, passing the limit was not always enough; further: a part of the inactive calls stands beside numbers as strong as those of hits
# T cell modulator = T cell immune modulators affecting CD8 T cell-vesicle binding; 2C CD8+ T cell-vesicle binding, flow cytometry; hits give low values; calls only at 7 µM; 0.068% of 330,000 active; AID 2052;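 active means response, share of CD8 T cells binding vesicles, and their 90th percentile fluorescence all below set limits, cut at about 80% in these data, passing the limit was not always enough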
#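 Assay system: 2C TCR transgenic mouse naive CD8+ T cells, MACS-purified | Read-out: CD8+ gate FL2 mean fluorescence as % of same-row positive control | Signal: High-throughput flow cytometry with anti-B7-1 and anti-CD8 staining | Timing: Binding step 1.5 h, 37 °C, antibody labelling 20 min, ice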
# NTR1 ag = NTR1-driven beta-arrestin-GFP spot formation – imaging, U2OS cells, high content, primary screen (AID 493036); P30989; agonist mode; activation, % at 20 µM; 0.17% of 330,000 active;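 active means activation at or above 40% of the spot to cytoplasm intensity ratio, with at least 20 cells analyzed; inconclusive means wells under 20 cells, flagged as cytotoxic or low count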;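 further: 0% = DMSO without peptide and 100% = 100 nM NTR1 peptide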
# Target sequence (P30989 whole entry, looked up): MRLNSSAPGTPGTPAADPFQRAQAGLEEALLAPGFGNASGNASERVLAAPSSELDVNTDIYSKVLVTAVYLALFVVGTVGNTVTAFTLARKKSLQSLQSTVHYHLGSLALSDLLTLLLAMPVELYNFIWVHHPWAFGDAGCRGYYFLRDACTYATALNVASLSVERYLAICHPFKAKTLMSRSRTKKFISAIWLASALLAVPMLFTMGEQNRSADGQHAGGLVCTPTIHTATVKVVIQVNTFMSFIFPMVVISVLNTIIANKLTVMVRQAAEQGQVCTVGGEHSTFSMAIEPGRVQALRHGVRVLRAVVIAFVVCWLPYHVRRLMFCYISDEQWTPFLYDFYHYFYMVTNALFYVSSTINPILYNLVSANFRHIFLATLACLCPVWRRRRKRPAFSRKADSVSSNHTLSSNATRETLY
# HEK293 NOD2/NF-kB = NOD2 signaling inhibitors, cell-based, luminescence, uHTS, HEK293 (AID 1566) | inhibition, % at 4 µM, or EC50 in µM where a hit was titrated | HEK293 NOD2/NF-kB luciferase reporter, luminescence; higher % means a stronger effect | 0.63% of 290,000 active; further: many of its hits are not listed in these tables
# Myeloid diff MLP = promotes myeloid progenitor differentiation | ER-HoxA9 myeloid progenitors, lysozyme-GFP differentiation, flow cytometry | calls only at 10 µM | 1% of 360,000 active;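 active means normalized GFP-positive differentiation at or above the plate's own cutoff, the solvent-only control mean plus 3 SD; inconclusive means no clear call, values can overlap the other calls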;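 further: cells exposed to compound for four days before flow analysis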
# GPR55 activation = GPR55 agonists via beta-arrestin recruitment, primary screen, imaging, U2OS cells, beta-arrestin-GFP redistribution (AID 1961). U2OS GPR55 beta-arrestin-GFP redistribution imaging; higher % means a stronger effect. one-dose activation, % at 10 µM; EC50 in µM for titrated hits. 0.048% of 290,000 active;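 active means activation above 40% with more than 50 cells counted in the well; inconclusive means wells holding fewer than 50 cells, flagged as toxic or sparse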;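 further: U2OS osteosarcoma cells stably expressing GPR55 and beta-arrestin-GFP; plate controls were DMSO negative control for no effect and LPI positive control for full effect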
# GPR55 antagonists = GPR55 antagonists blocking LPI-driven arrestin recruitment, primary screen, imaging, U2OS, beta-arrestin-GFP, LPI agonist (AID 2013) | 0.13% of 290,000 active | one-dose inhibition, % at 10 µM; IC50 in µM for titrated hits | U2OS GPR55 beta-arrestin-GFP translocation imaging, LPI antagonism; higher % means a stronger effect;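 active means spots per cell inhibited over 60%, with over 100 cells counted and total cytoplasm intensity under 500,000; inconclusive means wells with under 100 cells, flagged as likely toxic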;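 further: U2OS cells stably carrying GPR55 and arrestin-GFP stimulated by 5 µM LPI near EC80; imaged beta-arrestin-GFP aggregate spots per cell after agonist stimulation; plate controls were LPI-stimulated DMSO wells for no effect and DMSO wells without LPI for full effect; some results filed as inactive read as strong as hits; confirmed hits need IC50 under 10 µM and bright autofluorescent wells are also inconclusive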
# KOR beta-arrestin-2 = kappa opioid receptor blockers – cell-based, luminescence, uHTS (AID 1778); KOR beta-arrestin recruitment, luminescence, antagonist mode; higher % means a stronger effect; one-dose inhibition, % at 10 µM; IC50 in µM for titrated hits; 0.091% of 290,000 active; further: strong numbers were not always called active
# NOD1 NF-kB reporter = NOD1 signaling inhibitors, primary screen, cell-based, luminescence, uHTS (AID 1578); NOD1-driven NF-kB luciferase reporter cells, luminescence; higher % means a stronger effect; inhibition, % at 4 µM, or EC50 in µM where a hit was titrated; 1% of 290,000 active; in the data active means inhibition mostly above about 36%, no sharp cut-off; inactive means mostly below about 34%;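 further: HEK-293T reporter cells stimulated with the NOD1 agonist gamma-tri-DAP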
# T cell modulator vesicle-bound % = further read-out of T cell modulator, marked with its call; double positive events, %; measured here: CD8+ vesicle-bound cell fraction;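 binding gate set so that unloaded-vesicle control wells show 10% double positive cells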
# NTR1 ag cell count 20 µM = recorded beside NTR1 ag, whose call it bears; cell count; measured here: cell count, cytotoxicity flag
# Myeloid diff MLP GFP+ MAC1+ % = second read-out of Myeloid diff MLP, no call of its own (marks repeat the call); GFP+ MAC1+ double positive, %; measured here: differentiation confirmed by MAC1 staining
# Active calls of the source: *; i = inactive; ? = inconclusive; / = no result given; + = active, no number; [ ] = another dose, or the depositor's remark. Unless noted, no stated cut-off is given here; in the data, active means inhibition above about 50%; inactive means the rest.
SMILES,KOR beta-arrestin-1,T cell modulator,T cell modulator vesicle-bound %,NTR1 ag,NTR1 ag cell count 20 µM,HEK293 NOD2/NF-kB,Myeloid diff MLP,Myeloid diff MLP GFP+ MAC1+ %,GPR55 activation,GPR55 antagonists,KOR beta-arrestin-2,NOD1 NF-kB reporter
Cc1nnc(SCC(=O)NC2CCCC2)n1C(C)C,0.7%,i,40.9,-0.7,69,3.0%,i,0.0,0.7%,3.2%,-17.0%,-20.9%
Clc1ccc(-c2cn3c(n2)SCC3)cc1,-1.8%,i,51.9,-0.2,45,-50.3%,i,0.7,-0.6%,-9.0%,-22.3%,-36.8%
O=C(c1cc(-c2cccs2)on1)N1CCN(c2ccc(F)cc2)CC1,5.5%,i,35.9,1.2,82,7.4%,i,0.3,-2.3%,13.3%,-17.1%,34.1%
COc1ccc(CN2CCC(Oc3ccc(C(=O)NCc4ccccn4)cc3)CC2)c(F)c1,1.7%,i,14.1,-0.3,72,15.8%,i,0.7,-0.1%,83.4%,3.3%,2.2%
CCCCc1cc(=O)oc2cc(C)cc(OCC(=O)N3CCC(C(=O)O)CC3)c12,-2.4%,i,43.7,-0.1,70,1.5%,i,2.3,-0.1%,7.3%,-12.3%[20 µM],-34.6%
Cc1cc(NC(=O)CCC(=O)N(c2ccc(F)cc2)C(C(=O)NC2CCCC2)c2ccc(C)o2)no1 (configuration not stated),-1.7%,i,50.1,-2.2,90,4.5%,i,0.5,-0.2%,6.2%,13.8%[20 µM],33.9%
CCN(CC)S(=O)(=O)C1CCS(=O)(=O)C1 (configuration not stated),0.6%,i,59.1,-2.4,60,-7.9%,i,0.5,-0.1%,-12.4%,-41.0%,15.4%
Nc1ccc(Cc2ccc(N)c(O)c2)cc1O,1.5%,/,/,/,/,-11.2%,i,0.0,0.0%,3.4%,-29.7%,-30.0%
O=S(=O)(NCCSc1ccccc1)c1cccs1,-0.7%,i,29.6,0.3,63,4.7%,i,0.5,-0.1%,9.5%,9.2%,9.0%
CCC(=O)Nc1ccc(C(=O)CSc2nnc(-c3ccc(NS(C)(=O)=O)cc3)n2C)cc1OC,-2.2%,i,49.8,2.0,54,7.2%,?,/,0.3%,-0.3%,1.2%,-28.1%
Cc1nc(C(F)(F)F)ccc1C(=O)Nc1ccccc1F,/,i,20.8,-0.3,49,-8.0%,i,0.1,0.2%,12.1%,25.9%,-0.4%
O=C(CSCc1cccc(Cl)c1)Nc1ccccc1-c1ccccc1,-2.7%,i,46.4,7.1,43,-45.9%,i,0.4,0.5%,16.3%,17.6%,-27.7%
CC(=O)C1=C(O)C(=O)N(Cc2ccccc2)C1c1ccco1 (configuration not stated),-9.3%,i,46.2,-2.5,88,3.3%,i,0.7,0.6%,10.1%,-9.8%,-9.8%
CCOc1ccc(OCC)c(NC(=O)C2CCCN(S(=O)(=O)c3c(C)n[nH]c3C)C2)c1 (configuration not stated),-3.1%,i,27.6,-0.6,41,6.2%,i,1.9,-0.1%,9.3%,8.9%,-7.7%
Cc1ccc(N(C(C)C(=O)N2CCC(C)CC2)S(C)(=O)=O)cc1C (configuration not stated),-2.6%,i,5.7,-0.6,45,2.2%,i,2.9,0.1%,7.3%,-0.1%,-6.3%
O=C(C1=C[C@@H]2[C@H]3C(=O)N(c4cccc(Cl)c4)C(=O)[C@H]3[C@@H](C(=O)c3ccc(Cl)cc3)N2C=C1)c1ccccc1,-0.5%,i,60.4,-1.1,97,-1.3%,i,0.8,-0.2%,8.1%,-42.0%,12.6%
Cc1nc2c(n1O)CCC/C2=N\O,-5.6%,i,6.9,-0.2,36,12.4%,i,0.5,-0.2%,-1.3%,-12.7%,22.8%
COc1ccc(CCNC(=O)CS(=O)(=O)c2cn(CC(=O)N3CCCC3)c3ccccc23)cc1OC,-3.6%,i,55.1,0.4,73,10.2%,i,0.5,0.3%,9.5%,10.8%,-14.7%
Cc1ccc(NC(=O)Cn2c(O)c(N=NC(=O)c3cc([N+](=O)[O-])ccc3O)c3ccccc32)cc1,0.6%,i,17.8,6.8,68,-33.8%,/,/,-0.1%,4.4%,20.2%,-0.7%
COc1ccc(Cc2nnc(NC(=O)c3ccc(OC)cc3OC)s2)cc1,2.0%,i,49.2,3.6,62,-2.0%,i,1.2,-0.2%,0.8%,-38.5%[20 µM],-37.8%
CC(C)N(Cc1ccccc1)CC(O)COc1ccc(S(=O)(=O)N2CCOCC2)cc1Cl (configuration not stated),3.1%,i,52.7,-0.2,59,-9.8%,i,0.7,0.7%,3.0%,-9.5%,-13.4%
CCN1CCN(CC(O)COC(c2ccccc2)c2ccccc2)CC1 (configuration not stated),-4.7%,i,56.0,2.3,40,3.6%,i,0.2,0.2%,-3.5%,6.8%,-17.4%
NC(=O)C1CCCN(C(=O)CCc2nnc(C3(c4ccc(Cl)cc4)CCC3)o2)C1 (configuration not stated),0.5%,i,68.6,-0.3,53,12.2%,i,0.8,0.3%,10.2%,11.8%,-26.0%
CS(=O)(=O)N(CC(=O)Nc1ccc(CC#N)cc1)c1ccc(C23CC4CC(CC(C4)C2)C3)cc1,0.1%,i,28.3,5.2,45,-43.9%,+,13.2*,-0.4%,-11.9%,13.1%,-26.5%
COc1ccccc1C1SCCN1C(=O)c1ccc([N+](=O)[O-])cc1 (configuration not stated),4.7%,i,58.6,-0.6,77,-4.8%,i,0.0,0.3%,5.2%,-3.6%,-23.1%

# Overlap with the part before: 2 compounds; new compounds follow.
SMILES,KOR beta-arrestin-1,T cell modulator,T cell modulator vesicle-bound %,NTR1 ag,NTR1 ag cell count 20 µM,HEK293 NOD2/NF-kB,Myeloid diff MLP,Myeloid diff MLP GFP+ MAC1+ %,GPR55 activation,GPR55 antagonists,KOR beta-arrestin-2,NOD1 NF-kB reporter
CS(=O)(=O)N(CC(=O)Nc1ccc(CC#N)cc1)c1ccc(C23CC4CC(CC(C4)C2)C3)cc1,0.1%,i,28.3,5.2,45,-43.9%,+,13.2*,-0.4%,-11.9%,13.1%,-26.5%
COc1ccccc1C1SCCN1C(=O)c1ccc([N+](=O)[O-])cc1 (configuration not stated),4.7%,i,58.6,-0.6,77,-4.8%,i,0.0,0.3%,5.2%,-3.6%,-23.1%
O=C(NCc1ccncc1)NC12CC3CC(CC(C3)C1)C2,7.0%,i,43.6,3.9,70,0.1%,i,1.3,0.0%,2.0%,-27.7%,18.7%
COc1ccc(S(=O)(=O)N2CCCCC2)cc1NC(=O)CSc1ncnc2ccccc12,-1.4%,i,51.2,1.1,76,16.2%,i,0.0,-0.2%,-11.0%,11.5%,36.4%
O=C(CSc1ncnc2c1oc1ccccc12)NCc1ccco1,-5.1%,i,56.0,-0.2,46,20.1%,i,6.2,0.2%,-34.8%,21.3%,72.8%*
COc1cc(OC)c2cc(C(=O)N[C@H](C(=O)N3CCC[C@H]3C(=O)O)C(C)C)n(C)c2c1,-2.9%,i,1.1,5.5,95,9.7%,i,2.4,-0.1%,12.6%,-12.1%[20 µM],-17.5%
Cc1cc(NC(=O)CSc2ccc3nnc(-c4cccs4)n3n2)no1,1.5%,i,16.0,-1.3,59,-2.1%,i,1.3,-0.2%,-7.0%,9.8%,45.9%
COC(=O)c1c(NC(=O)CSc2nc3ccccc3c(=O)n2Cc2ccco2)sc(C)c1C,-2.1%,i,16.8,-0.2,90,15.9%,i,0.7,-0.2%,3.0%,30.9%,-12.8%
CCCC(=O)C1=C(O)C(C(=O)OC)C(C)(C)CC1=NCc1ccccc1 (configuration not stated),-3.3%,i,45.7,0.9,60,10.2%,i,0.8,-0.2%,1.7%,-0.3%,-16.3%
Cn1c(=O)c2c(nc(-n3ccnc3)n2C)n(C)c1=O,-2.0%,i,58.1,-0.1,51,-7.9%,i,0.9,-0.1%,0.2%,28.0%,-23.8%
Cc1cc(Cl)c(S(=O)(=O)N2CCCC2)cc1OCC(=O)NC1CCCCC1,1.3%,i,41.2,-0.2,82,32.3%,i,1.3,-0.1%,-19.5%,-20.9%,28.5%
CC1CC(=O)N(CC(=O)NC2CCCCC2)c2ccccc2S1 (configuration not stated),-1.8%,i,5.1,-1.2,71,4.3%,i,1.8,0.2%,-3.2%,8.5%,-15.0%
CCN(C(=S)NC(=O)C1CCCC1)C1CCCCC1,-5.1%,i,33.0,0.7,70,8.3%,i,0.6,-0.4%,-18.7%,26.5%,-25.5%
Cc1cc(C)c(N(CC(=O)NC(C)(C)C)C(=O)CNC(=O)c2cccs2)c(C)c1,-0.4%,i,60.4,2.2,53,21.3%,i,0.2,-0.1%,-5.4%,-11.0%[20 µM],-28.7%
COc1cccc(NC(=O)Cn2nc(Cc3cccnc3)c3ccccc3c2=O)c1,-0.1%,i,25.2,0.2,77,-6.4%,i,1.8,-0.1%,0.6%,-1.9%,-18.3%
COc1ccc(C(=O)NCCc2ccccc2F)cc1OC1CCN(C(C)=O)CC1,6.1%,i,13.8,1.9,57,1.9%,i,1.1,-0.1%,6.7%,-20.5%,11.4%
Cc1ccc(NC(=O)Nc2ccc(Cl)cn2)cc1,13.7%,/,/,/,/,-66.2%,i,0.2,-0.3%,1.3%,-27.2%,-13.1%
CCn1cc(SCC(=O)NCc2ccc3c(c2)OCO3)c2ccccc21,-0.8%,i,11.6,-1.1,95,-21.6%,i,1.8,-0.1%,-17.1%,29.8%,-31.0%
COc1cc2c(cc1OC)C(C(=O)N1CCOCC1)C(c1cccs1)N(C)C2=O (configuration not stated),14.8%,i,41.4,0.9,66,12.6%,i,1.4,-0.1%,-2.4%,10.8%,5.5%
CC(=O)C1=C(N2CCCCC2)CCC1=O,-4.7%,i,51.6,0.3,50,1.1%,i,0.6,-0.2%,0.5%,-40.9%,7.4%
CN1CCC(=NNC(=O)CSCc2ccccc2)CC1,-0.1%,i,24.8,0.0,48,4.5%,i,5.9,-0.1%,12.9%,-21.9%,-19.4%
O=C(CCCc1c[nH]c2ccccc12)NCc1ccccc1C(F)(F)F,-3.6%,i,57.1,0.8,84,5.3%,i,0.3,-0.2%,1.0%,1.1%,-18.2%
O=C(Cn1nnc(-c2ccccc2)n1)N=Nc1c(O)[nH]c2ccccc12,-2.0%,i,46.2,1.6,80,8.6%,i,0.0,-0.1%,0.3%,5.3%,-1.3%
CC1CN(C(=O)COC(=O)c2ccc(NC(=O)CC#N)cc2)CC(C)O1 (configuration not stated),-1.2%,i,31.8,0.4,35,6.2%,i,0.4,-0.4%,0.1%,-17.0%,-31.6%

# Some of the compounds tested; count on the stated rates, not on these rows.
